Compound activity deposited in PubChem BioAssay by National Center for Advancing Translational Sciences (NCATS).
CHX counter: affects cycloheximide protein synthesis inhibition readout, counter-screen | 12% of 300,000 active | cell reporter, cycloheximide protein synthesis inhibition counterscreen | max response, %; in the data active = max response mostly above about 13%, no sharp cut-off; inactive = mostly below about 14%; note: read at 38.3 µM for the half of the compounds with a filed dose; 0% is about no effect
Pf growth 96h: inhibits malaria parasite growth, 96 h; P. falciparum luciferase reporter growth, 96 h; Potency, µM (top dose mostly 28.7 µM), for inactives: at the highest dose activity change, negative = inhibition, hits mostly inhibitors; 6.9% of 320,000 active; note: potency is the fitted concentration of half-maximal effect; % is set by controls: 0 for no effect and ±100 for the full control effect
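Parasite growth measured via integrated firefly luciferase reporter in P. falciparum. Infected erythrocytes at 2% hematocrit, 0.05% parasitemia final were treated 96 hours at 37 C under 5% CO2, and luminescence was read.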
Pf growth 48h: P. falciparum growth inhibition at 48 hours (one generation); 5.9% of 310,000 active; P. falciparum luciferase growth in erythrocytes, 48 h; Potency, µM (series often up to 28.7 µM), for the others: top-dose activity change, negative = inhibition, most hits filed as inhibitors; AID 504832; note: potency is the fitted concentration of half-maximal effect; % is set by controls: 0 for no effect and ±100 for the full control effect
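Here the parasites carry a stable luciferase gene and grow inside erythrocytes in Albumax-based RPMI medium with compound for one erythrocytic cycle. Activity is scored as loss of luminescent signal.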
Shiga toxin inh: inhibitors of Shiga toxin in Vero cells. 9.2% of 290,000 active. Vero cells, Shiga toxin protein synthesis inhibition reporter. AID 2315. inhibition, % at 38.7 µM; in the data active = inhibition mostly above about 28%, no sharp cut-off; inactive = mostly below about 43%; note: 0% is about no effect
Giardia FBPA inh: blocks Giardia fructose-bisphosphate aldolase activity. Potency, µM (top dose mostly 59.6 µM), for inactives: at the top dose activity, negative = inhibition, usual class: inhibitors. A8B2U2. 0.71% of 290,000 active. AID 2451. purified Giardia FBPA; note: potency is the fitted concentration of half-maximal effect; % is set by controls: 0 for no effect and ±100 for the full control effect; nearly all actives have a fitted effect of over 55% in size
Target sequence (A8B2U2 whole entry, looked up): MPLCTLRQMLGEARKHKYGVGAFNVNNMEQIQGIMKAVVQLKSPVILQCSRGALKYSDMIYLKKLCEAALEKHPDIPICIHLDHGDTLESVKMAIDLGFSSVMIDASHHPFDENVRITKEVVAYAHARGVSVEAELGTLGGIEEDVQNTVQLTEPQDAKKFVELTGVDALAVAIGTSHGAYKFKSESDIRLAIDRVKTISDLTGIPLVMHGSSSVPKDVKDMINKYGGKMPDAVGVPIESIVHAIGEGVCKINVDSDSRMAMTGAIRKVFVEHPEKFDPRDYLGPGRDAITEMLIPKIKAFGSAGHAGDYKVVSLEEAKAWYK
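Giardia FBPA (40 nM reagent) was preincubated 10 min at RT with compound (up to 57.5 uM final), then substrate plus GAPDH/TPI/NAD/arsenate coupling system with diaphorase/resazurin was added; resorufin fluorescence (525/598 nm) was read after 20 min.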
HCV inh: inhibitors of hepatitis C virus infection; Huh7.5.1 HCVcc-Cre infection, luciferase reporter, 44 h; Potency, µM (highest dose often 41.8 µM), without a hit: at the highest dose activity change, negative = inhibition, hits mostly inhibitors; 3.4% of 340,000 active; AID 651820; note: potency is the fitted concentration of half-maximal effect; % is set by controls: 0 for no effect and ±100 for the full control effect
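Compounds are dispensed onto cells plated 4 h earlier at 1,000 per well, with HCVcc-Cre virus (about 0.5 moi) added next. Following 44 h of culture, luminescent signal is measured for 15 sec after 15 min with substrate at room temperature.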
The depositor's hits bear a star; ? = inconclusive; . = not tested or not shown; & = joins results of further samples; [ ] = another dose, or the depositor's remark. Unless noted, calls come from the whole dose curve; as a rule, active = well fitted curve in the direction sought with a large enough effect; inconclusive = small, poorly fitted or top-dose-only effect, or another doubt; inactive = no such curve, though single readings can be large; an effect the other way counts as inactive or inconclusive. Outcome played no part in choosing rows; any-hit rate near 24%.

Sample of the layout (two entries):
The line under a structure holds: CHX counter	Pf growth 96h	Pf growth 48h	Shiga toxin inh	Giardia FBPA inh	HCV inh
CCCCCc1c(O)nc(SCC(=O)NCC2CCCO2)[nH]c1=O (stereo not drawn)
    -2.8	0.465µM*	3.8%	-5.5	3.0%	-11.3%&-11.6%
CCOc1ccc(S(=O)(=O)NCc2ccncc2)cc1NC(=O)c1ccccc1
    .	?	0.9%	.	.	1.78µM*

The listing, from the start:
The line under a structure holds: CHX counter	Pf growth 96h	Pf growth 48h	Shiga toxin inh	Giardia FBPA inh	HCV inh
CCCCCc1c(O)nc(SCC(=O)NCC2CCCO2)[nH]c1=O (stereo not drawn)
    -2.8	0.465µM*	3.8%	-5.5	3.0%	-11.3%&-11.6%
CCOc1ccc(S(=O)(=O)NCc2ccncc2)cc1NC(=O)c1ccccc1
    .	?	0.9%	.	.	1.78µM*
FC(F)C(F)(F)C1=CC(c2cccs2)=NCCN1
    -3.1	.	?	14.0	3.5%	0.2%
Cc1cc(C)c(S(C)(=O)=O)c(=O)[nH]1
    -5.5	?	30.4%[activator]	4.4	1.6%	26.6%
CCOc1ccccc1CNCCOC
    -4.8	19.3%	-1.1%	16.0	0.7%	3.9%
CCOC(=O)C1CCN(C(=O)c2ccc(OCC(=O)Nc3ccc(OCC)cc3)c(OC)c2)CC1
    .	?	?	.	.	?
Cc1cccc(OCC(=O)NCC(=O)N/N=C/c2cc(Br)ccc2OCc2ccccc2)c1
    -2.5	-23.4%	?	22.5	-27.3%	6.5%
CCOC(=O)N1CCC(NC(=O)C2=C(C)C(=O)OC23CCC(C)CC3)CC1 (stereo not drawn)
    1.1	-9.1%	-7.0%	1.8	2.7%	-6.5%
S=c1[nH]nc(-c2cccnc2)n1/N=C/C(Cl)=C\c1ccccc1
    -2.9	71.0%[activator]	?	48.2	3.4%	3.9%
COc1cccc(/C=N/NC(=O)C(=O)NCc2cccnc2)c1OC
    1.3	28.7%	8.9%	-12.8	0.9%	-3.4%
CCN(c1ccccc1)S(=O)(=O)c1ccc(Cl)c(NC(=O)CSc2nnc(C)s2)c1
    0.8	?	-23.9%	-11.7	0.8%	-16.6%
FC(F)(F)c1nc2cc3nc4ccccc4[nH]c3cc2n1
    38.6*	73.0%[activator]	16.9%	68.7*	?	4.0%
CN(C)/C=C/c1onc(-c2c(Cl)cccc2Cl)c1C#N
    10.9	-3.1%	-28.4%	2.7	-6.4%	-7.9%
Cc1ccc(C)c(NC(=O)CN(C)C(=O)c2ccc3[nH]c4c(c3c2)CC(C)CC4)c1 (stereo not drawn)
    .	?	?	.	.	-25.2%
CSc1ccc(C(=O)N2CCC(CCC(=O)NCc3ccc(F)cc3)CC2)cc1
    -1.9	28.1%	?	-2.2	0.6%	-1.6%
O=S(=O)(c1ccc(SCCOc2cccc(Br)c2)nc1)N1CCCC1
    .	?	?	.	.	10µM*
O=C(N/N=C/c1ccco1)c1cc(-c2ccc(Br)s2)[nH]n1
    5.4	?	?	23.2	-5.5%	-5.7%
O=C(NCc1ccc(Cl)cc1)c1ccc(-c2ccccc2C(F)(F)F)o1
    0.5	0.0%	-6.6%	-11.0	-4.3%	-3.7%[8.37 µM]
CCCCc1nnc(SCC(=O)Nc2nccs2)n1CC
    1.2	43.6%[activator]	-12.2%	-12.1	-22.8%	12.3%
Cc1ccc(S(=O)(=O)Nc2ccc(S(=O)(=O)NC(C)(C)C)cc2)cc1
    -1.2	-2.9%	.	-15.1	-1.6%	-24.4%
CC1CC(=O)Nc2ccccc2N1C(=O)CSc1ncnc2sccc12 (stereo not drawn)
    .	?	?	.	.	4.4%
O=C(Cn1cnc2c(nnn2Cc2ccccc2F)c1=O)OCc1ccccc1
    5.5	26.8%	2.8%	15.1	-2.3%	4.1%
CC(=O)Nc1ccc2c(c1)nc1n2CCN(C2CCCCC2)C1
    28.6*	42.4%[activator]	43.5%[activator]	47.4	-27.5%	16.6%
Nc1sc(-c2ccccc2)c(Cc2ccccc2)c1C(=O)O
    -3.5	5.2%	5.9%	-14.9	14.1%	12.2%
Cc1cccc(C)c1OCC(=O)NCc1nnc(SCC(=O)NC2CCCCC2C)n1C (stereo not drawn)
    -1.6	?	-4.1%	-15.4	4.4%	6.3%&-12.1%
O=C(COc1ccc2ccccc2c1Br)N1CCOCC1
    24.7	.	49.6%[activator]	39.2*	-14.9%	-14.5%
CCOC(=O)c1c(-c2ccc(OC)cc2)csc1/N=C/N(C)C
    -3.3	14.8%	-4.2%	7.1	-4.0%	-11.1%
CC(=O)Nc1ccc(S(=O)(=O)Oc2ccc(C(=S)N3CCC(O)CC3)cc2)cc1
    7.5	-18.7%	11.1%	10.8	12.4%	?
COc1ccc(CCNC(=O)Nc2ccc3c(c2)OCO3)cc1OC
    5.6	?	-7.6%	10.9	1.4%	-1.2%
CCN(CC)S(=O)(=O)c1ccc(NC2c3ccccc3C(=O)N2Cc2ccco2)cc1 (stereo not drawn)
    0.6	?	.	4.8	9.5%	-17.3%
COc1ccc2nc(NC(=O)CS(=O)(=O)c3ccc(C)cc3)sc2c1
    4.0	0.4%	?	5.5	3.0%	-2.6%
Cn1nnnc1SCC(=O)NNC(=O)c1ccc(F)cc1
    1.3	34.8%[activator]	14.4%	0.1	2.9%	?
Cc1cc(-c2ccccc2)nc2cc(C(=O)NCc3ccco3)nn12
    10.2	-13.8%	18.5%	8.0	-0.9%	?
CCOC(=O)c1c(NS(=O)(=O)c2ccccc2)n(CCCOC)c2nc3ccccc3nc12
    -0.9	0.0%	10.4µM*	-2.9	?	-21.7%
Cc1cc(SCc2ccc(Cl)cc2)nc(=O)[nH]1
    15.8*	?	19.8%	8.0	.	9.7%
Cc1ccc(OCC(=O)OCC(=O)c2c(N)n(C)c(=O)n(C)c2=O)cc1C
    -3.3	5.5%	.	-9.5	1.4%	10.1%
OCCNc1nc(NCCC2=CCCCC2)nc(N2CCOCC2)n1
    15.4	4.6%	?	-2.2	.	?
CCC(CC)NC(=O)Cc1ccc(S(=O)(=O)N2CCOCC2)s1
    -4.7	-17.8%	.	-2.5	0.0%	19.8%
CSc1ccc(Cl)c(C(=O)OCC(=O)N2CCN(C(=O)c3ccco3)CC2)c1
    .	-7.5%	2.0%	.	.	-23.8%
CN(Cc1ccc(F)cc1)C(=O)CNC(=O)c1ccc2c(c1)OCO2
    .	?	-5.6%	.	.	-1.7%
COc1cccc(CN(C)C(c2ccccc2)c2ccccc2)c1OC
    -2.2	-6.5%	-4.9%	13.8	0.0%	10.1%
CCOC(=O)N1CCN(Cc2nc(-c3cccc(Cl)c3)no2)CC1
    -3.0	1.7%	10.8%	7.4	0.4%	-2.2%
CC(C)(C)c1cc(NC(=O)Nc2ccc(Cl)cc2Cl)no1
    19.0*	-21.4%	?	77.8*	-14.1%	?
COc1ccc(C2C3=C(CC(C)(C)CC3=O)Nc3nc(C)nn32)cc1OC (stereo not drawn)
    -1.3	18.8%	1.3%	-1.8	4.3%	8.7%
CCC(C)C(NC(=O)c1ccccc1NC(=O)c1ccco1)C(=O)NC1CCCCC1 (stereo not drawn)
    -4.0	309.9%[activator]	9.28µM*	12.7	-2.3%	-18.4%
CCCCOc1ccc(/C=N/NC(=S)Nc2cccc(C)c2C)cc1
    9.0	.	?	-21.1	3.6%	15.8%
O=C(C1CCN(S(=O)(=O)c2ccc(Cl)cc2)CC1)N1CCCC1
    -4.0	-0.9%	?	4.3	-2.9%	19.5%
COc1cccc(/C=N/NC(=S)Nc2cccnc2)c1
    11.6	-23.3%	33.7%[activator]	48.8	-15.4%	?
N#C/C(=C\Nc1ccccc1SC(F)(F)F)c1nc(-c2ccc(F)cc2)cs1
    -1.6	?	50.1%[activator]	-7.0	-3.8%	11.5%
COc1ccc(-c2cc(NC(=O)c3cncn3-c3ccccc3)ccc2OC)cc1
    -1.1	0.0%	-27.7%	13.5	-2.5%	?
COc1ccc(N2CCN(C(=O)CCCC3=NS(=O)(=O)c4ccccc4N3)CC2)cc1
    1.3	?	?	24.4	-0.2%	6.5%
O=C(CC1CCCCC1)Nc1nc2ccccc2s1
    32.8*	3.4%	81.0%[activator]	58.6*	1.7%	4.3%
CCc1[nH]nc(C(=O)N2CCCC(Nc3cccc(F)c3)C2)c1C (stereo not drawn)
    30.6*	11.2%	34.6%[activator]	65.7*	.	9.6%
Cc1nc(P(=O)(c2ccccc2)c2ccccc2)c(N2CCOCC2)o1
    -5.2	1.8%	?	-1.5	10.3%	20.2%
COC(=O)c1scc(C#N)c1N/N=C(\C#N)S(=O)(=O)c1ccc(Cl)cc1
    -2.4	-24.3%	2.6%	3.5	16.9%	?
Cc1noc(C)c1C(=O)NCc1ccccc1
    -3.0	0.0%	.	-12.3	4.5%	6.5%
COc1cc(-c2nc(Cc3ccccc3Cl)no2)cc(OC)c1OC
    -4.5	?	-6.2%	-3.0	-0.9%	?
O=C1NN(c2ccc(F)c(Cl)c2)C(=O)/C1=C\c1cccc(OC(=O)c2cccs2)c1
    13.9	.	12.7%	-6.1	10.8%	3.5%
Cc1onc(-c2ccccc2)c1C(=O)OCC(=O)Nc1ccc(C#N)cc1
    .	?	?	.	.	?
CCc1ccc(NC(=O)c2[nH]c(C)c(C(C)=O)c2C)cc1
    41.6*	-16.1%	-12.5%	56.3*	-15.3%	?

Further compounds follow.
The line under a structure holds: CHX counter	Pf growth 96h	Pf growth 48h	Shiga toxin inh	Giardia FBPA inh	HCV inh
CCN1CCN(C(=O)C2c3cc(OC)c(OC)cc3C(=O)N3CCc4ccccc4C23)CC1 (stereo not drawn)
    -3.1	-16.3%	-14.0%	-2.3	0.4%	1.1%
O=C1CN(C(=O)COC(=O)CNC(=O)c2ccc(Br)o2)c2ccccc2N1
    -0.2	35.8%[activator]	3.7%	-4.4	-0.9%	17.7%
O=C(N/N=C/c1ccc([N+](=O)[O-])s1)c1ccccc1Br
    -1.3	1.65µM*	?	-28.6	.	11.2µM*
CCN1CCN(C(=O)CN(CC)S(=O)(=O)c2ccc(Cl)cc2)CC1
    -2.2	9.8%	17.5%	-8.2	2.6%	15.7%
CCC(=O)Nc1sc(Cc2ccccc2)c(C)c1C(N)=O
    -1.2	?	?	-15.3	-27.7%	?
COC(=O)c1ccc(Cl)c(NC(=O)CN2CCC(C)CC2)c1
    20.9	-10.1%	.	13.1	3.4%	.
Cc1ccc(C(=O)NCC2CCCO2)cc1[N+](=O)[O-] (stereo not drawn)
    -3.2	27.2%	-2.5%	-4.1	0.2%	1.5%
Cc1ccc(CN2CCN(Cc3ccccc3-c3ccco3)CC2CCO)o1 (stereo not drawn)
    -2.9	19.5%	-24.1%	-2.7	-2.5%	1.9%
CCc1cc(C(=O)Cc2cnn(-c3ccccc3)c2)c(O)cc1O
    22.8	?	?	17.0	-1.9%	-15.8%
